RXFP1 agonist: activates the human relaxin receptor RXFP1; Q9HBX9; HEK293T-RXFP1 cAMP TR-FRET, 30 min; response scale: percent of porcine relaxin response, buffer zero; Potency, µM (doses to about 57.5 µM), inactives show at the top dose activation, actives largely listed as activators; 370,000 tested, 0.3% active; AID 2676; active means well fitted activation curve with a large enough effect; inconclusive means small, poorly fitted or top-dose-only effect; further: potency means the concentration at half of the fitted maximal effect; on the % scale 0 is the no-effect control and ±100 the full control effect; nearly all actives have a fitted effect of over 60% in size; many of its hits are not listed in these tables
Target sequence (Q9HBX9 whole entry, looked up): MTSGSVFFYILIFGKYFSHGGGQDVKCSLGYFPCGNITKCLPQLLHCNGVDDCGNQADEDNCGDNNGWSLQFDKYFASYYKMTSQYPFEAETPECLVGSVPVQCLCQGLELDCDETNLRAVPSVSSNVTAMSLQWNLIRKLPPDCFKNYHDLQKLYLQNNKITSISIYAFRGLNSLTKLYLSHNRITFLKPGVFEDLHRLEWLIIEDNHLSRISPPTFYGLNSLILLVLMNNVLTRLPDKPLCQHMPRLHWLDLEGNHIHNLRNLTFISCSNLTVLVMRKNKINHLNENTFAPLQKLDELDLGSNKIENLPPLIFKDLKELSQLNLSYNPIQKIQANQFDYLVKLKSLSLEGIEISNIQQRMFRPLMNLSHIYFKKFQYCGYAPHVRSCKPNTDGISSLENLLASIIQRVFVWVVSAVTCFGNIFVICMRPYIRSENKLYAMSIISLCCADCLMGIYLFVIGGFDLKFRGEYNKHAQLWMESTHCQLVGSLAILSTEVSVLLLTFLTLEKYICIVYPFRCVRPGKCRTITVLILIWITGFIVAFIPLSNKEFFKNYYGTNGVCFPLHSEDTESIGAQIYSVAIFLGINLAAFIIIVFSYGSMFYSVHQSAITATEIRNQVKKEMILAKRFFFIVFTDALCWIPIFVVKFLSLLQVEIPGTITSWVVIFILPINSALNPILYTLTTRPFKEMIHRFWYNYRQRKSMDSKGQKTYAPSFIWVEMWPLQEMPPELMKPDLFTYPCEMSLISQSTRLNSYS
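HEK293T cells stably expressing RXFP1 were pretreated with the PDE4 inhibitor Ro 20174, exposed to compounds for 30 min at 37C, lysed, and cAMP was read by TR-FRET. Data normalized to buffer (basal) and 29 nM porcine relaxin (100%).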
D2 antag: antagonizes the human D2 dopamine receptor; HEK293 TREx D2 cells, calcium flux, dopamine EC80; inhibition, % at 10 µM; 340,000 tested, 2% active; AID 485344; in the data active means inhibition above about 30%; further: 0% is about no effect
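Read-out: kinetic calcium fluorescence (1 cycle/s) in inducible HEK293 T-REx D2 cells after an EC80 dopamine addition that followed 180 s compound preincubation. Loss of the dopamine response indicates antagonism.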
RXFP1 antag: RXFP1 (human) relaxin receptor antagonism | Q9HBX9 | HEK293-RXFP1, relaxin-stimulated cAMP HTRF, 30 min; stronger effect = lower value | activity change, negative = inhibition, % at 57.5 µM | 350,000 tested, 0.59% active | AID 1259400;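 active means activity change of -60% or lower, but not beyond a set lower limit; inconclusive means change between -60% and -40%, or beyond the set limit; inactive means change above -40%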; further: on the % scale 0 is the no-effect control and ±100 the full control effect
D1 antagonist: human D1 dopamine receptor antagonism | activity change, negative = inhibition, % at 10 µM | AID 504652 | HEK293 TREx D1 cells, calcium flux, dopamine EC80; stronger effect = lower value | 360,000 tested, 3.2% active | P21728; in the data active means activity change below about -30%; further: on the % scale 0 is the no-effect control and ±100 the full control effect
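Tetracycline-induced HEK293 Trex D1 cells, force-coupled to calcium, dye-loaded; compounds added and read 180 s, then EC80 dopamine added and calcium flux tracked kinetically another 180 s.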
D2 agonist: agonists of human D2 dopamine receptor; P14416; HEK293 T-REx D2 cells, calcium flux agonist mode; activation, % at 2 µM; 340,000 tested, 0.53% active; AID 485358;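 active means activation over 3 SD above normal in the single-dose calcium agonist read, cut at about 30% in these data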; further: 0% is about no effect
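HEK293 Trex D2 cells, tetracycline-induced, o/n 30 C 5% CO2; no-wash Ca dye, RT 30–90 min; 10-cycle baseline, 23 nl cpd added, kinetic Ca read 180 s; agonist hits = positive Ca response.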
D1 potentiator: human D1 dopamine receptor positive modulation; 360,000 tested, 0.036% active; potentiation, % at 10 µM; HEK293 TREx D1 cells, calcium flux, dopamine EC20 potentiation; AID 504651; in the data active means potentiation above about 30%; further: 0% is about no effect
D2 potentiator: D2 dopamine receptor (human) potentiation | potentiation, % at 10 µM | P14416 | 340,000 tested, 0.34% active | HEK293 T-REx D2, calcium flux, EC20 dopamine potentiation;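 active means potentiation over 3 SD above the plate norm, cut at about 30% in these data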; further: 0% is about no effect
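Using a no-wash calcium dye in inducible, force-coupled HEK293 Trex cells expressing D2, we tracked fluorescence each second for 180 s after compound, then for 180 s after EC20 dopamine to detect augmented signalling.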
TRHR enhancer: TRH receptor (human) allosteric enhancement | P34981 | TRHR cells, fluo-8 calcium fluorescence, EC20 TRH enhancement | enhancement, % at 2 µM | 360,000 tested, 0.66% active; in the data active means enhancement above about 30%; further: 0% is about no effect
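Enhancer read-out: after compound pinning and an initial kinetic agonist-mode read, an EC20 of TRH (10 nM final) was injected and fluo-8 calcium signal (Ex 480/Em 530) followed at 1 s/cycle for 100 cycles in TRHR-expressing cells.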
D1 ag: human D1 receptor agonism; P21728; HEK293 T-REx D1 cells, calcium flux, agonist mode; activation, % at 2 µM; 360,000 tested, 1% active; in the data active means activation above about 30%; further: 0% is about no effect
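Inducible HEK293 T-REx D1 cells, force-coupled to calcium signalling, were plated at 4000 cells/well with tetracycline and held overnight at 30 C. After no-wash calcium dye loading, compound-evoked calcium rise over 180 s flagged agonists.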
* = called active by the depositor; ? = inconclusive; . = not tested or not shown. Some of the compounds tested, so the mix of outcomes need not match the whole.

1	Cc1cnc(=O)[nH]c1SCC(=O)c1ccc(F)cc1
2	COc1ccc(N2CCN(C(=O)c3ccccc3)CC2)c([N+](=O)[O-])c1
3	CN1CCN(S(=O)(=O)c2cccc(C(=O)Nc3ccccc3N3CCCC3)c2)CC1
4	COC(=O)c1sccc1NC(=O)CC1C(=O)NCCN1C(=O)c1ccc(N(C)C)cc1 (stereo not given)
5	Cc1ccc2nc(SC(C)C(=O)N3CCCC3)[nH]c2c1 (stereo not given)
6	CC(C)C(NC(=O)C1CCCCC1)C(=O)NC1=NCCS1 (stereo not given)

Assay by compound,1,2,3,4,5,6
RXFP1 agonist,0.3%,-0.2%,-0.1%,-2.5%,1.4%,0.3%
D1 ag,0,2,0,0,0,2
D2 antag,1,6,0,13,-14,.
RXFP1 antag,-7,-14,-19,-4,1,6
D1 antagonist,-8,6,-3,-5,-8,3
D2 potentiator,5,-5,13,0,3,.
D2 agonist,-0.6,-1.0,1.1,0.4,0.5,.
D1 potentiator,-2,-1,4,-3,0,-4
TRHR enhancer,0,-5,4,8,2,4

7	O=c1cc(CN2CCc3ccccc32)nc2sccn12
8	CCOc1ccc2nc(SCC(=O)NNC(=O)c3ccco3)c(C)cc2c1
9	COc1ccc(OCC(O)Cn2c(N)nc3c2c(=O)[nH]c(=O)n3C)cc1 (stereo not given)
10	O=C(NCCCc1ccccc1)c1cc(COc2ccc(F)cc2Cl)on1
11	CCC1CCCCN1CCCNC(=O)c1cn(CC)c2ccc(S(=O)(=O)N3CCc4ccccc4C3)cc2c1=O (stereo not given)
12	Cc1ccc(C)c(OCCC(=O)NNC(=O)Cn2nc(C)cc2C)c1

Assay by compound,7,8,9,10,11,12
RXFP1 agonist,3.3%,3.1%,1.6%,1.4%,3.2%,1.6%
D1 ag,-1,1,1,10,0,3
D2 antag,-12,10,-16,-6,-4,12
RXFP1 antag,-4,-18,-8,-12,-3,-13
D1 antagonist,-2,1,0,-14,-8,-16
D2 potentiator,5,.,8,4,-1,3
D2 agonist,-0.7,-2.3,0.2,0.3,-0.1,-0.6
D1 potentiator,3,-8,4,-5,-1,0
TRHR enhancer,11,-8,4,-2,51*,0

Some of these compounds in order of molecular weight, low to high.
5	Cc1ccc2nc(SC(C)C(=O)N3CCCC3)[nH]c2c1 (stereo not given)
2	COc1ccc(N2CCN(C(=O)c3ccccc3)CC2)c([N+](=O)[O-])c1
10	O=C(NCCCc1ccccc1)c1cc(COc2ccc(F)cc2Cl)on1

Assay by compound,5,2,10
RXFP1 agonist,1.4%,-0.2%,1.4%
D1 ag,0,2,10
D2 antag,-14,6,-6
RXFP1 antag,1,-14,-12
D1 antagonist,-8,6,-14
D2 potentiator,3,-5,4
D2 agonist,0.5,-1.0,0.3
D1 potentiator,0,-1,-5
TRHR enhancer,2,-5,-2

Carrying on:
13	Cc1cc(-n2c(C)cc(C(=O)CN3C(=O)NC4(CCCCC4)C3=O)c2C)no1
14	COc1ccc(CCNC(=O)CCn2c(=O)c3ccccc3n(Cc3ccccc3C)c2=O)cc1OC
15	CCN1CCN(C(=O)c2c(-c3c(Cl)cccc3Cl)noc2C)CC1
16	COc1ccc(C2C3=C(CC(C)(C)CC3=O)Oc3ncn(CCO)c(=N)c32)cc1OC (stereo not given)
17	O=C(COC(=O)Cc1ccccc1F)Nc1cccc(F)c1
18	COc1nnc(-c2ccc(C(=O)N3C[C@@H]4C[C@H](C3)c3cccc(=O)n3C4)cc2)c2ccccc12

Assay by compound,13,14,15,16,17,18
RXFP1 agonist,1.8%,6.3%,2.7%,-0.1%,-2.4%,0.5%
D1 ag,3,0,4,4,7,0
D2 antag,-8,.,-1,17,-15,0
RXFP1 antag,-3,.,-9,24,-24,5
D1 antagonist,1,12,8,8,2,1
D2 potentiator,-3,9,11,17,23,7
D2 agonist,1.0,-1.6,-2.6,-0.9,1.9,0.4
D1 potentiator,3,1,-7,-3,-1,-5
TRHR enhancer,17,0,-2,9,5,-7

19	CC(C)(C)c1ccc(C(=O)N2CCC(c3nc4ccccc4o3)CC2)cc1
20	Cc1ccc(S(=O)(=O)N2CCN(C(=O)c3cc(S(=O)(=O)N(C)C)ccc3N3CCCC3)CC2)cc1
21	CN1C(=O)C(CC(=O)Nc2ccc(F)cc2)N(Cc2ccco2)C1=S (stereo not given)
22	COc1ccc2cc(C(c3nnnn3C(C)(C)C)N3CCc4ccccc4C3)c(=O)[nH]c2c1 (stereo not given)
23	NNC(=O)c1sc2cc(C(F)(F)F)cnc2c1-c1ccccn1
24	Cc1ccc(NC(=O)C2CCN(c3nn4cc(-c5ccc(C)cc5)nc4s3)CC2)cc1

Assay by compound,19,20,21,22,23,24
RXFP1 agonist,-1.1%,-0.4%,-0.8%,1.4%,-3.4%,1.0%
D1 ag,-1,3,3,0,1,2
D2 antag,.,-16,6,-12,-6,.
RXFP1 antag,?,-4,-4,.,-2,-11
D1 antagonist,-8,-3,2,-45*,3,2
D2 potentiator,-4,-11,8,7,-7,5
D2 agonist,-1.0,-0.8,2.9,1.1,-0.1,-0.6
D1 potentiator,-1,-1,2,-2,1,-2
TRHR enhancer,-6,-7,-2,11,4,2

25	COc1ccc(NC(=O)COC(=O)CCc2ccccc2)c(OC)c1
26	CC(C)c1cc[n+](-c2nc([O-])sc2C=O)cc1
27	COc1ccc(NC(=O)c2sc3nc(-c4cccnc4)ccc3c2N)cc1OC
28	Cc1ccc(C(O)P(=O)(OC(C)C)c2ccc(N(C)C)cc2)cc1 (stereo not given)
29	CCOC(=O)c1cc2c(=O)n3ccccc3nc2n(Cc2ccco2)c1=NC(=O)c1ccccc1Br
30	COc1ccccc1CNC(=O)c1cc(C(C)C)nc2ccccc12

Assay by compound,25,26,27,28,29,30
RXFP1 agonist,0.6%,3.4%,0.3%,-1.1%,11%,-0.3%
D1 ag,3,3,0,1,-1,0
D2 antag,-2,12,23,-4,.,-4
RXFP1 antag,-5,-4,-3,-18,.,-10
D1 antagonist,1,7,-2,7,5,-22
D2 potentiator,0,8,-5,9,15,3
D2 agonist,-0.7,0.0,0.3,-0.7,-0.7,-1.1
D1 potentiator,-1,-1,-2,0,1,-7
TRHR enhancer,1,-2,2,1,1,-1

31	CN1CC(=O)N2C(c3ccc(Cl)cc3)c3[nH]c4ccccc4c3C[C@H]2C1=O (stereo not given in full)
32	COc1ccc(S(=O)(=O)N(C)C)cc1NCC(=O)Nc1ccc(F)cc1F
33	CCn1cc(C(=O)NCCc2ccccc2)c(=O)c2cc(S(=O)(=O)N(C)C)ccc21
34	Cc1ccc(NC(=O)C2CCCN(S(=O)(=O)c3ccc4c(c3)CCCC(=O)N4)C2)cc1Cl (stereo not given)
35	CCCCOC(=O)N1CCOCCOCCOCC1
36	CC(C)CNS(=O)(=O)c1ccc(CCC(=O)NCCc2ccccc2)cc1

Assay by compound,31,32,33,34,35,36
RXFP1 agonist,1.0%,-1.1%,5.4%,-1.4%,-2.8%,3.0%
D1 ag,3,0,-1,2,4,3
D2 antag,6,-15,-7,.,-23,-7
RXFP1 antag,-4,-12,8,.,5,6
D1 antagonist,10,0,4,-17,-5,-14
D2 potentiator,-6,-20,4,1,10,7
D2 agonist,0.5,0.0,0.8,.,0.5,-0.5
D1 potentiator,2,-3,-1,-2,0,-2
TRHR enhancer,15,2,-2,17,-3,-4

37	CC1CCCCC1NS(=O)(=O)c1ccc(S(=O)(=O)N2CCCC2)cc1 (stereo not given)
38	O=C1CC(c2ccccc2)CC(O)=C1C=Nc1ccc(O)cc1 (stereo not given)
39	CCC1C(=O)NCCN1C(=O)c1cc(COc2cc(C)ccc2C)on1 (stereo not given)
40	Cc1ccc(COC(=O)c2ccc3ccccc3n2)cc1
41	O=C(CC1Oc2ccccc2NC1=O)NC1CC1 (stereo not given)
42	COc1ccc(CNC(=O)NCCc2c[nH]c3ccccc23)cc1

Assay by compound,37,38,39,40,41,42
RXFP1 agonist,0.6%,-2.1%,0.2%,0.4%,3.3%,-0.4%
D1 ag,16,0,6,0,2,3
D2 antag,-11,-25,1,-13,4,29
RXFP1 antag,19,-16,-2,-4,.,10
D1 antagonist,-15,-8,-10,13,-4,-16
D2 potentiator,-12,4,-1,.,8,20
D2 agonist,0.0,-0.4,0.3,4.0,0.5,-1.1
D1 potentiator,-3,0,-3,-6,-4,-2
TRHR enhancer,0,-4,0,3,4,-11

Full records, quoted from the list. Screens in order: RXFP1 agonist | D1 ag | D2 antag | RXFP1 antag | D1 antagonist | D2 potentiator | D2 agonist | D1 potentiator | TRHR enhancer
Cc1ccc(NC(=O)C2CCN(c3nn4cc(-c5ccc(C)cc5)nc4s3)CC2)cc1 across the screens: 1.0% | 2 | . | -11 | 2 | 5 | -0.6 | -2 | 2
Cc1ccc(COC(=O)c2ccc3ccccc3n2)cc1 across the screens: 0.4% | 0 | -13 | -4 | 13 | . | 4.0 | -6 | 3
COc1ccc(NC(=O)COC(=O)CCc2ccccc2)c(OC)c1 across the screens: 0.6% | 3 | -2 | -5 | 1 | 0 | -0.7 | -1 | 1
O=C(CC1Oc2ccccc2NC1=O)NC1CC1 (stereo not given) across the screens: 3.3% | 2 | 4 | . | -4 | 8 | 0.5 | -4 | 4

(cont.)
43	O=C(CSc1nc(-c2ccccc2)cc(C(F)(F)F)n1)NCc1cccs1
44	Cc1cccc(-n2c(Cc3ccccc3)n[nH]c2=S)c1
45	Cc1ccccc1NC(=O)CN(C)S(=O)(=O)c1ccc2c(c1)n(C)c(=O)c(=O)n2C
46	COc1ccc2nc(SCC(=O)Nc3ccc(S(=O)(=O)N4CCCC4)cc3)c(C#N)cc2c1
47	COC(=O)NC(=S)Nc1ccc(Oc2ccc(Cl)cc2Cl)c(Cl)c1
48	CCCn1nnnc1-c1ccc(Cl)cc1

Assay by compound,43,44,45,46,47,48
RXFP1 agonist,-0.8%,-1.4%,15%,0.9%,-0.1%,-0.9%
D1 ag,6,1,0,2,-2,0
D2 antag,-8,-10,22,12,.,5
RXFP1 antag,1,16,?,-7,12,6
D1 antagonist,0,-40*,13,8,10,5
D2 potentiator,9,-8,-1,4,36*,4
D2 agonist,-0.8,-1.1,0.7,-0.1,.,-1.4
D1 potentiator,2,-5,0,2,-2,5
TRHR enhancer,-7,-10,-1,-1,5,5

49	CC(C)c1nc2n(n1)C1(CCCCC1)[C@@H]1CCCC[C@@H]1N2
50	COc1cccc(CNC(=O)CCNS(=O)(=O)c2ccc3c(c2)CC(C)N3C(C)=O)c1 (stereo not given)
51	O=C(COc1ccc(Cl)cc1)NCc1nnc2c3ccccc3c(-c3ccccc3)nn12
52	COC(=O)CN1C(C)=Nc2ccc(C)cc2C1c1ccccc1 (stereo not given)

Assay by compound,49,50,51,52
RXFP1 agonist,1.0%,-0.6%,?,2.4%
D1 ag,5,5,4,2
D2 antag,.,-2,-8,0
RXFP1 antag,-3,17,9,-27
D1 antagonist,-2,-3,9,7
D2 potentiator,18,14,17,-3
D2 agonist,-1.4,-1.6,-0.8,0.2
D1 potentiator,1,-3,0,-7
TRHR enhancer,10,-4,1,6

Assay outcomes (PubChem)
